Rev-erbA mod = Rev-erb alpha (human) modulation; P20393; Rev-erbα–FITC-DNA binding, fluorescence polarization, 90 min; AID 1259318; 370,000 compounds, 0.79% hits; activity, % at 10 µM;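 active = activity above about 14%, limit read from the data; passing the limit was not always enough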;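 also: 0% = DMSO wells with 35 nM protein and 100% = DMSO wells with 750 nM protein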
UHRF1 binding = human UHRF1 methylated DNA binding inhibitors. inhibition, % at 4.4 µM. Q96T88. UHRF1 binding to methylated oligo, TR-FRET. AID 687016. 370,000 compounds, 0.75% hits; in the data active = inhibition above about 21%;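 also: UHRF1 SRA domain binding a hemimethylated CpG hairpin DNA probe; 0% = median of test compound wells and 100% = reference inhibitor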
Target sequence (Q96T88 whole entry, looked up, the tested form may be a part): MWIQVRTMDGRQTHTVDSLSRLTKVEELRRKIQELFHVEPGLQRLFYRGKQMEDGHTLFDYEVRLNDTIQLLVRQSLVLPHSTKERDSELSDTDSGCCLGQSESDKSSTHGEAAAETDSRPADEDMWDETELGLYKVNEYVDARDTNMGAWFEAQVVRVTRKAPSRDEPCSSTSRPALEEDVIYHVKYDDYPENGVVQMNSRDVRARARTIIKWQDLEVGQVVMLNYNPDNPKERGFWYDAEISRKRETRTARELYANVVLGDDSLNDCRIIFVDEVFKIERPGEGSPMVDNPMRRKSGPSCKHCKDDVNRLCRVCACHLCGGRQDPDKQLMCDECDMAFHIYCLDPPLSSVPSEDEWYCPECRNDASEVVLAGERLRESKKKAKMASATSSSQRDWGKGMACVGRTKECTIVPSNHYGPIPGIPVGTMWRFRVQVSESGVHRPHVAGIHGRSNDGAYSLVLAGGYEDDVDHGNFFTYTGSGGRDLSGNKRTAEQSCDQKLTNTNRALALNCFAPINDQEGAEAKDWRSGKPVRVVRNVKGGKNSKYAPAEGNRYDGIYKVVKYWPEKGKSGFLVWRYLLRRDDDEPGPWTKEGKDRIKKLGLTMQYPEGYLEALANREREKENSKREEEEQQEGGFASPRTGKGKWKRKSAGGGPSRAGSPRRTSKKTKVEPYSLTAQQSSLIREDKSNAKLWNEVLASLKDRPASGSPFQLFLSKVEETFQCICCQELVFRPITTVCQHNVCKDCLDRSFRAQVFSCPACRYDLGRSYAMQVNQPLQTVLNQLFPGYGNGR
PLCg1 inh = blocks human PLC-gamma1 enzyme activity; P19174; purified PLC-gamma1, fluorogenic substrate, fluorescence; inhibition, % at 12.2 µM; 370,000 compounds, 0.84% hits; in the data active = inhibition above about 9.5%
ASAP1 GAP inh = ASAP1 ArfGAP inhibition; inhibition, % at 16.5 µM; ASAP1-stimulated ARF1 GTP hydrolysis, GDP FP detection; Q9ULH1; AID 624377; 360,000 compounds, 0.19% hits; in the data active = inhibition above about 25%;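 also: 0% = vehicle with enzyme and substrate and 100% = no enzyme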
DDE Tn6 FP inh = inhibitors of Tn6 peptide binding to human fibrin DD(E). Fibrin DD(E) TRITC-Tn6 fluorescence polarization displacement. inhibition, % at 8.3 µM. 370,000 compounds, 0.21% hits;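 active = inhibition above a per-campaign cutoff: mean of compounds within control limits plus 3 SD, cut at about 15% in these data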;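 also: 0% = median of all compound wells on the plate and 100% = blocking peptide control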
ARFGAP1 inh = rat ARFGAP1 inhibition; inhibition, % at 16.5 µM; 360,000 compounds, 0.26% hits; Arfgap1-stimulated ARF1 GTP hydrolysis, GDP FP detection; AID 651572;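 active = inhibition above a per-plate limit, mean inhibition of low control wells plus 3 SD, cut at about 25% in these data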;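 also: 0% = DMSO wells with enzyme and 100% = wells lacking Arfgap1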
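Material – truncated rat Arfgap1 GAP domain · Buffer or medium – HEPES-based buffer, pH 7.5 · Reagent – human ARF1(Δ1-17)-GTP substrate · Dosing – 16.5 µM single point, 1.26% DMSO · Schedule – GTP hydrolysis reaction 2 h at 25 °C · Technique – GDP detection by fluorescence polarization · Benchmarks – No-Arfgap1 wells (100%) versus DMSO full-reaction wells (0%) · Repeats – single replicate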
DDE Tn7 FP inh = inhibitors of Tn7 peptide binding to human fibrin DD(E) | FP displacement of FITC-Tn7 peptide from fibrin DD(E); 0% = median of compound wells per plate | inhibition, % at 8.3 µM | 370,000 compounds, 0.13% hits | AID 720508;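 active = inhibition above the mean of compounds falling within the control limits plus 3 SD of them, cut at about 14% in these data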;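 also: 0% = plate median of compound wells and 100% = 10 µM Aha-Tn7 peptide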
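Assay system: human fibrin DD(E) protein / Input: 2 µM fibrin DD(E) / Benchmarks: high control of 10 µM Aha-Tn7 peptide / Measured by: fluorescence polarization of the labelled Tn7 tracer / Medium: Tris buffer with calcium and detergent, pH 7.8 / Timing: 10 min compound pre-incubation, 3 h probe incubation at room temperature / Repeats: one replicate per compound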
sPLA2-III inh = Inhibits HGIII-sPLA2 liposome hydrolysis, primary screen. Q9NZ20. QFRET BODIPY PC-A2 liposome hydrolysis, fluorescence. inhibition, % at 12.2 µM. 370,000 compounds, 0.56% hits. AID 743126;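 active = inhibition above mean plus 3 SD of compounds lying within the high and low control bounds, cut at about 19% in these data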;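 also: 0% = median of test compound wells and 100% = no enzyme DMSO wells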
proKLK7 act = proKLK7 (human) activation, primary screen. P49862. purified proKLK7, EDANS-DABCYL substrate fluorescence; 100% is mature enzyme control, 0% vehicle. activation, % at 7 µM. 370,000 compounds, 0.9% hits;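 active = activation above the mean of all tested compounds plus 3 SD, computed per campaign excluding outliers beyond control limits, cut at about 13% in these data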
Target sequence (P49862 whole entry, looked up): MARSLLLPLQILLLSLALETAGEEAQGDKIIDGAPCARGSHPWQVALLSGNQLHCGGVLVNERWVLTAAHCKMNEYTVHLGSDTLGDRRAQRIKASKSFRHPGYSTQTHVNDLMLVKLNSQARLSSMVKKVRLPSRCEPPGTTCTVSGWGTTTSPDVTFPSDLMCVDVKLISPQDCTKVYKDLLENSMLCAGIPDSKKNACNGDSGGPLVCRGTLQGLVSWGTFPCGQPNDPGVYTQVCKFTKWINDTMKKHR
PLC-beta3 inh = PLC-beta3 (human) inhibition, primary screen | Q01970 | inhibition, % at 12.2 µM | AID 720704 | Purified PLC-beta3, fluorogenic substrate, fluorescence | 370,000 compounds, 0.18% hits; in the data active = inhibition above about 11%;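 also: 0% = median of compound wells on plate and 100% = full blocker control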
An asterisk follows results filed as active. Compounds were not picked by outcome (roughly 4.5% active in at least one column).

SMILES | Rev-erbA mod | UHRF1 binding | PLCg1 inh | ASAP1 GAP inh | DDE Tn6 FP inh | ARFGAP1 inh | DDE Tn7 FP inh | sPLA2-III inh | proKLK7 act | PLC-beta3 inh
O=C(c1ccccn1)N1CCN(S(=O)(=O)c2ccccc2)CC1 | -0.9 | -1.3 | -2.5 | 1.5 | 7.2 | -10.6 | 0.6 | 2.3 | -0.4 | -6.4
Nn1c(SCC(=O)Nc2cc(S(=O)(=O)N3CCOCC3)ccc2Cl)nnc1-c1cccnc1 | -1.0 | -0.6 | -2.1 | 5.7 | 4.0 | -9.5 | -1.4 | -4.3 | -0.8 | -9.8
CCOC(=O)c1sc2nc(C)n(N)c(=O)c2c1C | -5.5 | -3.3 | -1.4 | 4.7 | 2.8 | 3.0 | 2.4 | 2.0 | -0.1 | -0.1
Cc1ccc2[nH]c3c(c2c1)CN(C)CC3 | 1.7 | -1.7 | -2.9 | -0.4 | -7.0 | 1.5 | -5.3 | -4.5 | 5.8 | -1.4
CCC(Sc1nncn1C)C(=O)Nc1nnc(-c2ccccc2Cl)s1 (stereo unspecified) | 1.6 | 0.8 | -7.4 | 7.2 | -3.0 | -5.4 | -0.4 | -0.1 | -0.1 | -9.0
O=C(Nc1cccc2c1CCCC2)C1CCN(C(=O)NC2CCCCC2)CC1 | -1.6 | 0.2 | 6.0 | 6.5 | 3.4 | -4.5 | -2.6 | 3.1 | -0.2 | 0.4
CCOC(=O)C1CCN(C(=O)CN2C(=O)C(CC)Oc3ccccc32)CC1 (stereo unspecified) | -4.9 | 1.0 | 2.7 | -5.0 | 4.1 | 12.1 | -6.2 | -5.5 | 0.0 | 5.1
CC(Sc1nc(N2CCCCC2)c2c(c1C#N)CCCC2)C(=O)O (stereo unspecified) | -6.7 | -1.1 | -23.2 | 3.8 | 3.8 | 1.1 | -1.4 | -11.1 | 0.6 | -28.4
Cc1cc(C)c(S(=O)(=O)NCC(CCC(=O)O)C(F)(F)F)c(C)c1 (stereo unspecified) | 0.1 | -1.5 | 2.4 | 0.9 | 4.5 | 14.4 | 5.5 | 2.7 | 0.3 | -7.1
CCC(Cc1ccccc1)NC(=O)CSc1ccsc1[N+](=O)[O-] (stereo unspecified) | 3.4 | 3.2 | 3.4 | -1.7 | 2.3 | 5.9 | 0.1 | 5.7 | 0.1 | 0.2
CCOc1ccc(N2C(=O)C(Cl)=C(Nc3ccccc3O)C2=O)cc1 | -3.2 | -3.3 | 6.9 | 4.4 | -17.1 | 3.0 | -12.2 | -7.4 | 0.3 | -4.0
CCOC(=O)/C=c1\s/c(=C\c2ccc(C#N)cc2)c(=O)n1CC(=O)NCc1ccco1 | -0.9 | -0.1 | -2.8 | 8.4 | 5.2 | -3.0 | 0.8 | 0.3 | -1.6 | -0.8
CC(C)C(NC(=O)c1ccccc1F)C(=O)NCc1ccc(S(=O)(=O)N2CCOCC2)cc1 (stereo unspecified) | -4.2 | -3.2 | -2.8 | -3.0 | 5.3 | 3.8 | 0.1 | -4.9 | -0.2 | -6.6
Cc1ccc(CNC(=O)c2ccc(C)s2)cc1 | -0.3 | -0.4 | 5.1 | -3.5 | -1.2 | 8.3 | -7.4 | -2.5 | 0.1 | -1.3
CCOc1ncccc1C(=O)OCC(=O)NCCc1ccc(S(N)(=O)=O)cc1 | 1.0 | -2.0 | 4.3 | 7.3 | 1.1 | -2.2 | -1.2 | 6.8 | -0.5 | -4.1
CCC(c1nnnn1-c1ccc2c(c1)OCCO2)N1CCN(CC)CC1 (stereo unspecified) | -4.3 | 4.0 | 10.5* | -4.9 | -7.0 | 7.4 | 2.9 | 7.6 | 0.7 | 7.0
O=C(Nc1ccccc1F)c1ccc(OCc2ccccc2)cc1 | -11.1 | -2.1 | -0.1 | -1.9 | 8.5 | 4.5 | 3.8 | 1.7 | 0.0 | -0.2
CS(=O)(=O)N1CCC(C(=O)Nc2ccc(Cl)cc2)CC1 | -4.1 | 2.0 | 4.0 | 10.8 | -0.3 | -10.2 | -3.8 | 1.8 | 0.3 | -4.2
O=C(CN1C(=O)NC2(CCCC2)C1=O)OCc1ccc(Cl)c(Cl)c1 | 1.5 | 5.8 | 9.2 | 14.8 | 1.4 | 2.0 | -3.0 | 5.0 | 0.5 | 2.9
CC(C)(C)CC(=O)Nc1ccc(-c2nnc3n2CCCCC3)cc1 | -1.5 | -1.6 | -1.1 | 4.5 | 2.8 | -2.3 | 8.1 | 2.7 | -0.3 | -1.9
Cc1ccc(NC(=O)CSc2nnc(CNC(=O)c3cccs3)o2)c(C)c1 | 2.1 | -0.4 | -0.2 | 2.7 | -1.1 | 2.9 | 6.3 | -2.9 | 0.5 | 2.3
CC1CCN(C(=O)C2CCN(S(=O)(=O)N3CCC4(CC3)OCCO4)CC2)CC1 | 9.2 | -0.5 | 0.6 | 7.9 | -5.0 | 4.5 | -11.1 | -1.0 | -0.2 | -1.1
CCC1(c2ccc(Cl)cc2)NC(=S)N(c2ccc(C)c(C)c2)N1 (stereo unspecified) | -5.5 | 1.0 | -1.5 | -9.5 | -10.2 | -19.2 | -1.2 | 12.6 | -0.8 | -1.3
Cc1cc(C)n2c(Nc3ccc4c(c3)OCCO4)c(C3CC3)nc2n1 | -1.4 | 8.8 | -12.9 | -5.6 | 0.5 | -1.1 | 7.3 | 4.7 | 0.6 | -19.2
O=C(Oc1ccccc1N1C(=O)C2CCCCC2C1=O)c1ccccc1F (stereo unspecified) | 1.2 | 2.3 | 1.7 | -5.5 | -7.4 | 2.5 | 4.0 | 4.9 | 0.0 | 4.0
CC(NC(=O)c1ccccc1NS(C)(=O)=O)c1ccccc1 (stereo unspecified) | -5.7 | -1.2 | -45.8 | 5.4 | -1.1 | -5.2 | -7.2 | -3.5 | -8.6 | -61.9
O=C(CN1C(=O)NC2(CCCCCC2)C1=O)c1ccc(Cl)cc1 | -1.3 | 4.7 | -2.3 | -2.8 | 3.7 | -3.6 | -12.5 | -3.8 | -0.1 | -1.8
CCc1ccc(C(=O)COC(=O)c2cc([N+](=O)[O-])ccc2NCCO)cc1 | 7.5 | 3.8 | 4.0 | 5.6 | -15.3 | 4.8 | -7.9 | -29.8 | 0.3 | -0.5
O=C(O)CN(CCc1ccccc1)S(=O)(=O)c1ccccc1 | -1.4 | -1.6 | 4.3 | 6.3 | 2.5 | 3.4 | -0.7 | -2.8 | 0.2 | -3.6
COC(=O)CCC(=O)Nc1cccc2c(NC(=O)CCC(=O)OC)cccc12 | 0.4 | 3.7 | -0.5 | 7.5 | -1.3 | -9.2 | 2.9 | 3.2 | 0.1 | 1.4
COc1ccc(C2=NN(CC(=O)NCc3ccco3)C(=O)CC2)cc1 | -7.1 | -1.2 | -6.0 | -2.5 | -5.0 | -0.5 | -6.0 | 9.6 | 0.6 | -6.1
COc1ccc(CCNC(=O)CSc2ccc3nnc(CCNC(=O)c4ccc(C)cc4)n3n2)cc1OC | -4.1 | -0.3 | 0.2 | -11.8 | -4.7 | 10.6 | 2.7 | 3.4 | -0.3 | -4.6
Cc1cccc(CCNC(=O)CCNS(=O)(=O)c2cc(Br)cnc2N)c1 | -2.4 | 2.2 | -1.5 | 5.3 | 1.1 | 8.8 | 1.9 | -4.0 | -0.1 | -10.7
CSc1ncccc1C(=O)NCCc1ccc(Cl)cc1 | 2.8 | 5.1 | 6.5 | -11.5 | -5.2 | 2.7 | -0.9 | 12.5 | -0.2 | 2.9
CNC(=S)N(CCc1cccc(C)c1)Cc1cc2cc(OC)c(OC)cc2[nH]c1=O | 1.0 | -0.4 | -12.7 | -2.8 | -5.2 | 4.4 | -5.5 | 0.5 | 0.5 | -15.3
O=C(NCCNC(=O)c1cnccn1)c1ccc(Cl)cc1 | -5.3 | 0.4 | 1.6 | 4.7 | -3.9 | -0.5 | -3.6 | -0.6 | -0.6 | -2.0
c1ccc2oc(SCc3cn4ccccc4n3)nc2c1 | 5.3 | 1.6 | -2.2 | 6.8 | -0.8 | 4.6 | 1.3 | 4.4 | 0.2 | -2.3
CCOc1cc(CNc2ccc(N3CCOCC3)cc2)cc(Br)c1OCC | 5.4 | -1.2 | -43.9 | 3.8 | 5.5 | -8.1 | 1.6 | -5.1 | -0.6 | -49.7
CC1=C(C(=O)Nc2ccccn2)C(c2ccc(Cl)cc2Cl)NC(=S)N1 (stereo unspecified) | -5.3 | 0.3 | 2.3 | -1.9 | -1.7 | -10.0 | 0.6 | 16.3 | 0.4 | 1.9
CCOC(=O)CNC(=O)C1CCN(S(=O)(=O)c2ccc(-c3nn[nH]n3)cc2)CC1 | 3.8 | 0.8 | -0.2 | -5.7 | 7.7 | -3.7 | -0.5 | -0.7 | 0.8 | -2.5
COc1ccc(C(=O)NCCOc2ccccc2)cc1S(=O)(=O)N1CCOCC1 | 4.5 | -2.2 | -1.1 | 3.2 | -7.8 | 8.1 | -2.6 | -1.2 | -0.1 | -8.2
O=C(Cc1ccc(Br)cc1)NCCc1ccccc1 | 10.9 | -3.8 | 4.0 | 0.6 | 0.6 | -3.7 | 2.4 | 0.2 | -0.2 | 0.8
COc1ccc(O)c(C(=O)/C=C/c2cc3ccccc3o2)c1 | 2.3 | -0.2 | -22.9 | 7.9 | 2.6 | 14.0 | 2.8 | 9.2 | -0.5 | -34.6
Nc1cc(-c2ccc(Br)cc2)nn1S(=O)(=O)c1ccccc1 | 0.9 | 1.6 | -0.5 | -4.8 | -2.1 | -1.4 | 0.2 | -1.2 | 0.5 | 2.7
CCOC(=O)c1ccc(N2CCN(c3ccccc3F)CC2)c(NC(=O)Nc2ccccc2)c1 | 2.1 | -2.1 | -3.5 | -14.2 | -25.5 | -1.4 | -7.2 | -19.8 | -1.4 | -12.5
CSCC[C@H](N)C(=O)N1CCC(C(=O)N[C@@H](C)C(=O)NCc2ccc(F)cc2)CC1 | -2.7 | -2.0 | 4.7 | -6.6 | -6.8 | -9.8 | 2.8 | -1.4 | 0.7 | 4.6
COc1ccc(-c2[nH]c(-c3ccc(Cl)cc3)nc2SCC(=O)Nc2nccs2)cc1 | -0.4 | 3.0 | -0.6 | 4.6 | -0.8 | -1.0 | -0.3 | 3.6 | -0.1 | -3.6
